Compound activity as filed in PubChem BioAssay.
ROMK primary = human ROMK K+ channel modulation, primary screen; Tet-inducible ROMK, thallium flux fluorescence; actives lie on both sides; B-score at 10 µM; P48048; actives 2% (n = 130,000);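 active = signal ratio slope over the read window, or its plate-corrected B-score, at least 3 SD from the plate mean, either direction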;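 note: B-score of the F/F0 ratio slope over 7 to 12 s after thallium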
Target sequence (P48048 whole entry, looked up): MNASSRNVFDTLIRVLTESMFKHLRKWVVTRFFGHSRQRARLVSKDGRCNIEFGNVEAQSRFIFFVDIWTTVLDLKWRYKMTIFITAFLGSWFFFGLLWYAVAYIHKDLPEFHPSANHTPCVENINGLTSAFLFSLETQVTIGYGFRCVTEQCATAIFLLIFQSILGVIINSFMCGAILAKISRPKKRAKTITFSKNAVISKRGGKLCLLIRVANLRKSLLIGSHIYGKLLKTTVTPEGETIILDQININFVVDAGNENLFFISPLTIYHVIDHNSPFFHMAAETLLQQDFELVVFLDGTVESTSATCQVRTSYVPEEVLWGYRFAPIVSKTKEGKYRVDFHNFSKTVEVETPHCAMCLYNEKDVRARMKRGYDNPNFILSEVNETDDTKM
bIAP activator = intestinal alkaline phosphatase (bovine) activation | AID 1016 | activation factor at 20 µM | actives 0.17% (n = 200,000) | purified bovine IAP, CDP-star luminescence, 30 min; hits give high values; fold of DMSO-control signal, blank-subtracted;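 active = activation factor of 2 or more at 20 µM, a signal rise over negative controls twice the positive control's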
bIAP inh = intestinal alkaline phosphatase (bovine) inhibition. purified bovine IAP, CDP-star luminescence, 30 min. 190,000 tested, under 10 active. inhibition, % at 20 µM. AID 1019;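 active = over 50% inhibition of intestinal alkaline phosphatase at 20 µM in the single-dose screen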
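Incubation: 30 min reaction at room temperature / Material: purified bovine intestinal alkaline phosphatase (IAP) enzyme / Input: enzyme at 1/65,000,000 dilution / Dosing: 20 µM single dose / Signal: CDP-star luminescence signal / Reagent: CDP-star chemiluminescent phosphatase substrate, 30 µM final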
STAT3 activator = activators of IL-6 induced STAT3 signaling. activation (% of control), % at 5.6 µM. actives 0.91% (n = 190,000). U3A cells, IL-6 STAT3-luciferase reporter, luminescence; 100% = signal with IL-6 EC80 alone;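 active = activation above the screen-wide mean of compound activation plus 3 SD, cut at about 130% in these data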;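 note: 0% = background luminescence of wells with medium and substrate only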
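Material: STAT3-luciferase reporter U3A cells; Probe or stimulus: IL-6 (33 ng/mL); Incubation: compound pre-incubation 1 h before IL-6, then 6 h stimulation at 37 °C; Technique: luminescence from STAT3-driven luciferase reporter; Evaluation: % activation versus median of IL-6-stimulated wells; Controls: IL-6-only high control.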
STAT3 inh = STAT3 signaling inhibition. U3A cells, IL-6 STAT3-luciferase reporter, luminescence; host cell line lacks STAT1. inhibition, % at 5.5 µM. actives 0.89% (n = 190,000);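 active = inhibition above the mean inhibition across all screened compounds plus 3 SD, cut at about 44% in these data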;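 note: 0% = DMSO only wells and 100% = 100 µM nifuroxazide control wells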
PPARg SRC1 recr = agonists of human PPARgamma SRC-1 coactivator recruitment. activation, % at 8 µM. actives 0.41% (n = 200,000). PPARgamma-SRC-1 coactivator recruitment biochemical assay; in the data active = activation above about 19%;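 note: 0% = DMSO and 100% = reference agonist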
TNAP act hiacc = activators of human TNAP at high phosphate acceptor concentration. purified TNAP, CDP-star luminescence, 1 M DEA, 30 min; hits give high values; 0 = EDTA background, 1 = DMSO-only activity. activation factor at 20 µM. 200,000 tested, under 10 active. AID 1136;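 active = activation factor at least 2 at 20 µM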
Target sequence (P05186 whole entry, looked up): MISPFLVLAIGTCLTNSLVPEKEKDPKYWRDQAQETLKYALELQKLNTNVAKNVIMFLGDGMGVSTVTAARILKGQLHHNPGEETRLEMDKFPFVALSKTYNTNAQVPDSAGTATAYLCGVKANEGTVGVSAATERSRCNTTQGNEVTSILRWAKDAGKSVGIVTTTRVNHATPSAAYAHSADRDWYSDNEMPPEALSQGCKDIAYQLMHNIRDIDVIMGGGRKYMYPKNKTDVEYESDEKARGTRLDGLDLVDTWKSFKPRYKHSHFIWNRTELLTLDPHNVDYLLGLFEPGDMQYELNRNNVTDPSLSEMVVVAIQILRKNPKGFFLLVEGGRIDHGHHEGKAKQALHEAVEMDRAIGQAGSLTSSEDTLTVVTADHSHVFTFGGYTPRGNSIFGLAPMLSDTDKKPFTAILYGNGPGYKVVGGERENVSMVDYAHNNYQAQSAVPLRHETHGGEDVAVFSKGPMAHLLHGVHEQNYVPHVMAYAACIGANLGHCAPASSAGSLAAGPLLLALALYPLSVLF
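Measured by: Luminescent substrate turnover signal | Test system: Human TNAP | Input: TNAP 1/800 final | Dosing: 20 µM single point | Schedule: 30 min, room temperature | Controls: EDTA wells as negative control, DMSO wells as positive control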
STAT1 inh = reduces IFN-gamma driven STAT1 reporter signal. NIH 3T3 STAT1-luciferase reporter, luminescence. inhibition, % at 5.5 µM. actives 0.35% (n = 200,000);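 active = inhibition above a set limit, the mean inhibition across all tested compounds plus 3 SD, cut at about 34% in these data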;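 note: 0% = IFN-gamma with DMSO and 100% = IFN-gamma with 300 µM nifuroxazide; values of inactives mirror those of a sister screen read the other way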
PPARg SRC-3 ag = promotes SRC-3 coactivator recruitment by human PPARgamma. P37231. biochemical PPARgamma/SRC-3 coactivator recruitment assay. activation, % at 8 µM. actives 0.26% (n = 200,000). AID 731; in the data active = activation above about 23%;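 note: 0% = DMSO and 100% = reference agonist; some compounds past the cut are filed as inactive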
SRC2 TRFRET art = flags TR-FRET format artefacts in PPARgamma SRC-2 recruitment agonist screen; TR-FRET artefact counter-screen; hits give high values; actives 0.4% (n = 200,000); TR-FRET ratio at 8 µM; in the data active = TR-FRET ratio above about 2000; note: inactives centre near 1500
PPARg SRC-2 ag = agonists of SRC-2 recruitment by human PPARgamma. P37231. PPARgamma LBD-SRC-2 recruitment, biochemical. activation, % at 8 µM. actives 0.34% (n = 200,000). AID 1032; in the data active = activation above about 22%;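 note: 0% = vehicle and 100% = reference agonist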
Active calls of the source: *; . = not tested or not shown.

Start of the listing, in advance, 2 compounds:
SMILES	ROMK primary	bIAP activator	bIAP inh	STAT3 activator	STAT3 inh	PPARg SRC1 recr	TNAP act hiacc	STAT1 inh	PPARg SRC-3 ag	SRC2 TRFRET art	PPARg SRC-2 ag
COC(=O)C1(O)CC(C(C)C)=NN1C(=O)c1ccc(Cl)cc1 (centres undefined)	.	1	-4.8	97.4	4.7	2.4	1	-2.8	-5.0	1483	-5.0
COC(=O)CC1C(=O)NCCN1Cc1cn(-c2ccc(C)cc2)nc1-c1cccc(C)c1 (centres undefined)	-1.39	1.1	-10.5	98.0	6.8	9.4	1	-2.5	-2.8	1729	3.8

The list itself, from the first entry:
SMILES	ROMK primary	bIAP activator	bIAP inh	STAT3 activator	STAT3 inh	PPARg SRC1 recr	TNAP act hiacc	STAT1 inh	PPARg SRC-3 ag	SRC2 TRFRET art	PPARg SRC-2 ag
COC(=O)C1(O)CC(C(C)C)=NN1C(=O)c1ccc(Cl)cc1 (centres undefined)	.	1	-4.8	97.4	4.7	2.4	1	-2.8	-5.0	1483	-5.0
COC(=O)CC1C(=O)NCCN1Cc1cn(-c2ccc(C)cc2)nc1-c1cccc(C)c1 (centres undefined)	-1.39	1.1	-10.5	98.0	6.8	9.4	1	-2.5	-2.8	1729	3.8
Cc1c(C)c(C)c(S(=O)(=O)N2CCNCC2)c(C)c1C	-1.95	1.1	-7.8	98.1	4.4	-3.2	1	-5.1	-4.0	1666	3.4
OC(Cn1nnc2ccccc21)Cn1c(C(F)(F)F)nc2ccccc21 (centres undefined)	0.192	0.9	12.1	101.5	-1.0	4.0	1	14.7	9.0	1522	10.4
COc1ccccc1CNC(=O)Cn1cc2c(n1)CCCC2	.	0.9	9.1	108.2	-9.8	5.6	1	6.0	1.9	1576	1.3
CC1CCc2c(sc(NC(=O)c3ccc(Cn4cc(Br)cn4)o3)c2C(N)=O)C1 (centres undefined)	.	0.9	9.9	96.8	8.1	2.1	1	2.7	17.7	1619	-1.0
CC(=O)Nc1ccc(NC(=O)c2ccc(C3SCC(=O)N3CCc3ccccc3)cc2)cc1 (centres undefined)	-0.981	0.9	7.2	93.7	7.7	0.4	1	2.5	3.4	1495	2.5
O=c1[nH]c2ccccc2n1Cc1ccccc1	.	0.7	25.6	96.2	13.0	4.5	1	-2.6	5.2	1474	6.8
CCOc1ccc(Br)cc1S(=O)(=O)Nc1ccc(C(=O)OC(C)C(=O)N(C)c2ccccc2)cc1 (centres undefined)	.	1	4.2	96.2	0.3	-0.6	1	6.5	4.8	1794	9.0
Nn1c(COc2ccc(Cl)cc2)nc2ccccc2c1=O	-0.356	0.8	16.1	103.7	-2.0	4.1	1	-30.8	0.5	1465	1.7
CCCN(CCC)CCCNC(=O)CC(C(=O)N1CCc2ccccc21)n1ccnc1 (centres undefined)	.	1.1	-8.9	112.2	-8.5	6.6	1	-8.3	2.6	1621	-9.0
O=C(NCc1ccco1)C(=O)NCC1OCCN1S(=O)(=O)c1ccc(F)cc1 (centres undefined)	-1.38	0.9	8.7	103.8	-4.6	-0.1	1	-3.6	-2.8	1577	0.7
CCOc1ccc(C2c3[nH]c4ccccc4c3CCN2C(=O)Cn2cncn2)cc1 (centres undefined)	1.56	1.3	-28.5	106.6	-5.4	4.9	1.1	9.5	4.3	1404	-1.4
COc1cc(NC(=O)Nc2cccc(Cl)c2)c(OC)cc1NC(=O)CN1CCCCC1	.	1.2	-15.7	95.3	9.9	-0.4	1	-6.1	-1.0	1520	-0.7
COC(=O)c1sccc1NC(=S)N1CCCC(C)C1 (centres undefined)	-0.0418	0.9	12.4	92.4	15.3	-5.0	1	3.2	-5.1	1456	-0.5
Cc1cc(C)n2nc(C(=O)OCC(=O)c3cc(C)n(C)c3C)nc2n1	.	1.1	-9.9	101.6	1.6	-4.7	1	-1.6	-3.7	1602	-6.1
COCCOC(=O)C1=C(C)N=C2SCCC(=O)N2C1c1ccc(OC(=O)c2ccco2)cc1 (centres undefined)	.	1	2.8	103.4	-0.9	-4.3	1.1	-0.7	5.3	1653	11.1
CCc1ccccc1N1CCN(S(=O)(=O)c2cc(OC)ccc2OC)CC1	.	0.9	7.6	105.0	-2.2	-5.2	1	-1.4	-7.1	1473	-2.1
Nc1ncnc2nc(SCCN3CCCCC3)[nH]c12	.	1	3.6	101.8	1.4	-4.6	1	1.3	-1.3	1500	3.8
CCOc1ccc(C(OC(=O)c2ccco2)C(=O)NCc2ccc(C)cc2)cc1 (centres undefined)	.	1	3.0	102.3	1.9	1.3	1	-1.0	2.1	1690	11.9
CCOc1cc(/C=C2\N=C(C)OC2=O)cc(Br)c1OCCc1ccccc1	0.252	1	-3.6	93.0	5.6	1.5	1.1	-1.4	1.3	1531	8.7
O=C(Nn1c(O)c(C=C2N=c3ccccc3=N2)sc1=S)c1ccc(Cl)cc1	.	0.9	11.7	114.9	-6.3	3.5	0.8	-5.7	-0.2	1686	-4.5
CC1=C(C(=O)N(C)CCC#N)C2(CCCCC2)OC1=O	.	0.9	13.4	98.7	6.4	2.1	1	0.1	-1.8	1717	-1.8
O=C(CCCc1nc(-c2ccc(Cl)cc2)no1)N1CCOCC1	.	1	2.6	86.4	19.9	7.0	1	-0.4	-3.4	1614	1.0
O=C(CC1C(=O)NCCN1C(=O)Nc1ccc(Cl)cc1)Nc1ccc(F)cc1 (centres undefined)	-1.06	1	-4.8	112.2	-6.5	2.8	1	-14.1	0.5	1493	4.2
Fc1c(F)c(C(F)(F)F)c(F)c(F)c1N1CCN(c2ccc3nnc(C(F)(F)F)n3n2)CC1	.	0.9	5.9	105.8	-1.6	4.1	1	-2.1	5.8	1486	5.2
O=C(c1cc2n(n1)C(C(F)(F)F)CC(c1ccc(F)cc1)N2)N1CCCC1 (centres undefined)	-0.798	1	1.1	103.7	-1.3	6.3	1	6.2	-3.5	1538	-1.4
COC(=O)c1cc(OC)c(OC)c(OC)c1NC(=O)c1ccc(S(=O)(=O)N(C)C)cc1	.	0.9	8.6	101.2	-1.7	-1.3	1	4.4	-2.8	1421	-8.6
CCn1c(SCC(=O)N2CCOCC2)nc2c(c1=O)SC(C)C2 (centres undefined)	.	0.8	20.7	102.5	1.4	-2.3	1.1	-8.0	-8.1	1395	0.1
C=CCOc1ccc(C2C(C(=O)c3ccco3)=C(O)C(=O)N2CCCN(CC)CC)cc1 (centres undefined)	0.168	1	-4.4	91.6	13.1	2.8	1	-1.2	1.7	1429	-6.9
CCOc1ccc(NC(=O)c2ccc3c(c2)N(Cc2ccc(F)cc2)C(=O)CS3=O)cc1 (centres undefined)	.	0.9	7.0	96.6	9.3	3.2	1	6.5	5.9	1630	15.1
O=C(NCCCN1CCOCC1)c1ccco1	0.874	0.9	7.9	102.6	4.6	-5.6	1.1	-5.9	-4.8	1405	-5.4
CCCC(=O)Nc1ccccc1NC(=O)c1ccc(OC(C)=O)cc1	0.678	1	3.0	100.0	2.3	0.1	1.1	3.9	0.1	1512	-5.9
COc1cccc(C(=O)Nc2cc3c(cc2Cl)OCCCO3)c1	-0.000347	0.9	6.1	76.9	30.2	9.7	1.1	-68.3	5.5	1423	-1.7
COc1cc(/C=C2/C(=N)N3C=CSC3=NC2=O)ccc1OCCCOc1ccccc1C	.	0.9	6.8	110.9	-8.4	-2.8	1	-13.0	-6.3	1550	1.1
NCCCCc1cn(CC(=O)N2CCNCC2)nn1	.	1	3.0	.	.	6.5	1	-8.2	-4.6	1742	4.7
CCOC(=O)C1(Cc2cccc(F)c2)CCN(Cc2cnn(CC)c2)CC1	.	0.9	7.1	92.8	13.2	2.5	1	5.2	4.0	1543	1.1
Cc1cccc(OCCCn2ccnc2)c1	-0.0934	0.9	10.9	103.7	-0.6	-1.7	1	-3.1	3.9	1597	-7.6
CCN(CC)CCCNC1=C(Cl)C(=O)c2ccccc2C1=O	-0.339	0.8	18.7	99.0	12.3	11.4	0.9	9.2	8.3	1842	6.1
Cc1cc(C)c2cc(CNC3CCCC3)c(Cl)nc2c1	-0.231	1.1	-13.9	106.3	-7.1	5.6	1.1	-5.4	4.7	1714	-0.2
Cc1cccc(C(=O)N[C@H](C(=O)Nc2ncc(C)s2)C(C)C)c1	-0.122	1	-1.0	102.7	3.7	0.0	1	-0.2	3.2	1789	-0.4
N#Cc1ccccc1NC(=O)COC(=O)/C=C/c1cn(-c2ccccc2)nc1-c1ccc(Cl)cc1	-0.0769	1	-2.5	96.8	11.4	7.1	1	0.7	4.9	1511	-2.9
O=C(COc1ccccc1)NNC(=O)c1cc2ccccc2oc1=O	0.522	0.9	13.9	88.1	16.4	0.2	1	1.8	-2.1	1520	4.2
CCCCc1c(O)n2c(nc3ccccc32)[nH]c1=O	.	0.6	43.0	98.8	6.3	3.0	1.1	-4.4	7.0	1764	6.2
Cc1ccc(C(=O)Nc2nc(-c3cccnc3)cs2)o1	.	1	2.1	87.4	18.2	4.9	1	-17.2	13.9	1608	16.2

Entries of single compounds from above. Order of values: ROMK primary, bIAP activator, bIAP inh, STAT3 activator, STAT3 inh, PPARg SRC1 recr, TNAP act hiacc, STAT1 inh, PPARg SRC-3 ag, SRC2 TRFRET art, PPARg SRC-2 ag
O=C(COc1ccccc1)NNC(=O)c1cc2ccccc2oc1=O reads 0.522, 0.9, 13.9, 88.1, 16.4, 0.2, 1, 1.8, -2.1, 1520, 4.2
O=C(NCCCN1CCOCC1)c1ccco1 reads 0.874, 0.9, 7.9, 102.6, 4.6, -5.6, 1.1, -5.9, -4.8, 1405, -5.4
Cc1cc(C)c2cc(CNC3CCCC3)c(Cl)nc2c1 reads -0.231, 1.1, -13.9, 106.3, -7.1, 5.6, 1.1, -5.4, 4.7, 1714, -0.2
N#Cc1ccccc1NC(=O)COC(=O)/C=C/c1cn(-c2ccccc2)nc1-c1ccc(Cl)cc1 reads -0.0769, 1, -2.5, 96.8, 11.4, 7.1, 1, 0.7, 4.9, 1511, -2.9
Cc1ccc(C(=O)Nc2nc(-c3cccnc3)cs2)o1 reads ., 1, 2.1, 87.4, 18.2, 4.9, 1, -17.2, 13.9, 1608, 16.2

More results
SMILES	ROMK primary	bIAP activator	bIAP inh	STAT3 activator	STAT3 inh	PPARg SRC1 recr	TNAP act hiacc	STAT1 inh	PPARg SRC-3 ag	SRC2 TRFRET art	PPARg SRC-2 ag
CCCc1cc(=O)[nH]c(SCC(=O)c2ccc3c(c2)OCCO3)n1	0.783	1	0.9	102.0	-5.0	6.5	1	7.4	0.2	1711	0.4
Cc1ccc(C(=O)c2cn(-c3ccc(F)c(Cl)c3)nn2)cc1	.	0.9	9.9	98.3	12.1	-2.7	1	-4.7	6.0	1527	-5.5
N#Cc1c(N)nc2c(c1N)CC(C(F)(F)F)O2 (centres undefined)	0.659	1	0.3	104.4	0.2	6.0	1.1	6.2	2.1	1548	2.2
Nc1nc(N2CCN(C(c3ccccc3)c3ccccc3)CC2)n[nH]1	-0.689	1	0.7	104.1	6.2	0.2	1	3.4	3.1	1468	-1.2
CCCn1c(O)c(CN2CCCCC2)c(C)c(C#N)c1=O	0.316	0.9	8.2	98.7	4.4	-5.5	1	-1.1	-3.4	1444	-6.9
